B2AR arrestin – beta2AR (human) beta-arrestin recruitment activity; P07550; beta-arrestin recruitment to beta2AR, cell-based reporter; Potency, µM (highest dose often 46.1 µM), inactives show at the top dose activation, actives largely listed as activators; hit rate 0.02% among 330,000; AID 492947;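 also: potency is read from the fitted curve at half-maximal effect; 0% = DMSO controls and full agonism = EC100 isoproterenol or metaproterenol; nearly all actives have a fitted effect of over 65% in size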
TCR act – T cell receptor activation. primary human leukocytes, anti-CD3, IL-2 HTRF, 48 h. Potency, µM (series often up to 9.22 µM), without a hit: at the highest dose activation of IL-2 secretion, most hits filed as activators. 330,000 tested, under 10 active. AID 504894; also: % of control where 0% means no effect
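Readout: HTRF IL-2, Eu-cryptate/d2 antibody pair, 320nm excitation, 665nm emission. Stimulus: a-CD3 beads, no co-stimulation. Cells: primary human leukocytes. Exposure: 48 hr with compound.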
Eya2 phos inh – inhibitors of human Eya2 phosphatase activity; hit rate 0.006% among 330,000; O00167; AID 488837; recombinant Eya2, OMFP fluorescence dephosphorylation (OMFP is methylfluorescein phosphate); Potency, µM (titrated, usually from 76.9 µM), inactives show at the highest dose activity, negative = inhibition, usual class: inhibitors; also: potency is read from the fitted curve at half-maximal effect; % is scaled to controls: 0 for no effect and ±100 for the full control effect
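Eya2 (0.2 uM) preincubated 10 min at ambient with compound, then OMFP substrate added at 50 uM; 10 min reaction in 50 mM HEPES pH 7.5, 50 mM NaCl, 5 uM MgCl2, 0.05% BSA, 1 mM DTT. Fluorescence read at Ex 485/Em 525 nm.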
ELG1 repair inh – inhibitors of ELG1-dependent DNA repair in HEK293T cells; HEK293T ELG1-luciferase reporter, luminescence, 16 h; DNA damage induced by 5-fluorouridine; Potency, µM (doses to about 46.1 µM), for the others: top-dose activity change, negative = inhibition, hits mostly inhibitors; hit rate 2.3% among 330,000; also: potency is read from the fitted curve at half-maximal effect; % is scaled to controls: 0 for no effect and ±100 for the full control effect; nearly all actives have a fitted effect of over 55% in size
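HEK293T cells expressing luciferase-tagged ELG1 (2,000/well) received 5-Fluorouridine plus compound or DMSO for 16 hr at 37 °C. Luciferase was read by ONE-Glo luminescence after 30 min at room temperature.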
BCR signal inh – blocks chronic active B-cell receptor signaling; hit rate 0.05% among 340,000; AID 493014; ABC-DLBCL IkBa-CBG/CBR reporter, luminescence ratio, 4 h; Potency, µM (titrated, usually from 46.1 µM), without a hit: top-dose ratio change, negative = lower green/red ratio, actives largely listed as inhibitors; active = well fitted inhibition curve with a large enough effect in the signal ratio, with a control signal flat, not every such curve was filed as active; inconclusive = small, poorly fitted or top-dose-only effect, or effect the other way, or a change in a side signal; the % refers to the signal ratio;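 also: potency is read from the fitted curve at half-maximal effect; plate controls were basal doxycycline-induced cells for no effect and cells given 10 µM MG132 for full effect; MG132 reads +100%, hits lower the ratio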
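Cell line TMD8 (human ABC DLBCL), stably expressing tet-inducible CBG68-IkBa fusion and CBR; IMDM/0.5% FBS; cpd up to 46 uM; dox induction, 4 h, 37C/5% CO2; dual luminescence; green/red ratio; MG132 control.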
uPA generation – cell surface uPA generation inhibition; hit rate 0.31% among 330,000; cell surface uPA generation assay, qHTS; Potency, µM (titrated, usually from 38.3 µM), inactives show at the highest dose activity change, negative = inhibition, most hits filed as inhibitors; active = well fitted inhibition curve with a large enough effect; inconclusive = small, poorly fitted or top-dose-only effect; inactive = no such curve, though single readings can be large or run the other way; tested in mouse RAW 264.7 cells; also: potency is read from the fitted curve at half-maximal effect; % is scaled to controls: 0 for no effect and ±100 for the full control effect; nearly all actives have a fitted effect of over 55% in size
PTAP TSG101 blk – blocks PTAP/TSG101 interaction to inhibit HIV-1 budding. 340,000 tested, under 10 active. Potency, µM (top dose mostly 115 µM), for the others: at the top dose activity change, negative = inhibition, most hits filed as inhibitors. Q99816. Fluorescence polarization, FITC-PTAP peptide / Tsg101 binding; active = well fitted inhibition curve with a large enough effect in the main read-out, with a control signal flat, not every such curve was filed as active; inconclusive = small, poorly fitted or top-dose-only effect, or effect the other way, or a change in a side signal; inactive = no such curve, though single readings can be large or run the other way; also: potency is read from the fitted curve at half-maximal effect; % of control where 0% means no effect
Target sequence (Q99816 whole entry, looked up): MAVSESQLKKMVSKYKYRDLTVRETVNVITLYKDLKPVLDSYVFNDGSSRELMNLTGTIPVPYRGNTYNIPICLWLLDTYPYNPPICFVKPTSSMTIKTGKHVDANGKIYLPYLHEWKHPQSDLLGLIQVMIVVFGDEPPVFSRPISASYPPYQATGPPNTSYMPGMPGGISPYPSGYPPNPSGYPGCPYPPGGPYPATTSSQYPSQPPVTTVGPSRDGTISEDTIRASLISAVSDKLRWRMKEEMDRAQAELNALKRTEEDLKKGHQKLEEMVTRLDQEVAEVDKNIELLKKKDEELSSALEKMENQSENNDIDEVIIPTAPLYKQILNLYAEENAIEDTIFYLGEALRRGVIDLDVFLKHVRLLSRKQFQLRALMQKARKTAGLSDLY
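FP read-out: FITC-PTAP peptide, 50 nM final, binding Tsg101 binding domain, 10 uM final; 20 min, r.t.; 10 mM HEPES pH 7.5, 0.15 M NaCl, 0.01% Tween 20, 3 mM EDTA, 0.1 mM TCEP.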
TSHR antagonist – blocks TSH signaling through the human TSH receptor; P16473; TSHR-expressing cells, TSH-stimulated cAMP HTRF, 2 h; stronger effect = lower value; activity change, negative = inhibition, % at 11.5 µM; hit rate 0.2% among 330,000; AID 504810;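 active = activity change below a set negative limit, meaning inhibition stronger than a set level, cut at about -70% in these data; inconclusive = activity change between two set negative limits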; also: % is scaled to controls: 0 for no effect and ±100 for the full control effect
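Competitive HTRF cAMP read-out (cryptate anti-cAMP antibody, cAMP-d2; 30 min, room temperature) in freshly harvested TSHR cells. Compounds added before TSH at EC80 (4nM final), followed by 2 hours' incubation at 37 deg C.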
Mito fusion act – mitochondrial division inhibition or fusion activation. hit rate 0.23% among 320,000. Potency, µM (titrated, usually from 46.1 µM), for the others: at the top dose growth rescue (activation), most hits filed as activators. S. cerevisiae fusion-defective mutant growth rescue, CellTiterGlo 48 h;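 also: potency is read from the fitted curve at half-maximal effect; % of control where 0% means no effect; nearly all actives have a fitted effect of over 45% in size; temperature-sensitive fusion mutants such as fzo1-1 at 37 °C on non-fermentable ethanol glycerol medium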
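Read-out: ATP-based luminescence (CellTiterGlo, 10 min ambient) reporting growth of fusion-defective ts yeast after 48 hours at 37C on glycerol/ethanol YPEG medium in the presence of compound.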
USP2a block – inhibitors of human ubiquitin-specific protease USP2a; O75604; USP2 core, Ub-CHOP2 coupled fluorogenic reporter, 485/531; Potency, µM (titrated, usually from 38.3 µM), without a hit: at the highest dose activity change, negative = inhibition, actives largely listed as inhibitors; hit rate 0.01% among 330,000; AID 463254;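 also: potency is read from the fitted curve at half-maximal effect; plate controls were DMSO wells for no effect and full inhibition by NEM control for full effect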
Target sequence (O75604 whole entry, looked up): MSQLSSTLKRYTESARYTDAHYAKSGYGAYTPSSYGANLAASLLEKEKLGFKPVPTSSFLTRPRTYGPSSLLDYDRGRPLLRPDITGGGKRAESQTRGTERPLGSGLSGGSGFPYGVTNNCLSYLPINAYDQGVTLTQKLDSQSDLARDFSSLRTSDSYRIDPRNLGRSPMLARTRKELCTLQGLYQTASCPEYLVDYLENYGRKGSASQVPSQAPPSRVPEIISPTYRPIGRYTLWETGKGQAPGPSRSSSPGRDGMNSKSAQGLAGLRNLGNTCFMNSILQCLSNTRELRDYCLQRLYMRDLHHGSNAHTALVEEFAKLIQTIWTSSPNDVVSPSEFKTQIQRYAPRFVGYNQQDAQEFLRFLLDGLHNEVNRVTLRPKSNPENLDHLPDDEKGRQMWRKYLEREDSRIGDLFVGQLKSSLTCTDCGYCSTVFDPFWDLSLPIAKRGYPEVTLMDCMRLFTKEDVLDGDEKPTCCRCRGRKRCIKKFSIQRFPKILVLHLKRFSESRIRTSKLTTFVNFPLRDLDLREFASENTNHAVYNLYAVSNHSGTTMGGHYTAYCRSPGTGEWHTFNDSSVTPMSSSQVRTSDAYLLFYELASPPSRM
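Cell-free coupled assay: 10nM USP2 core preincubated 30min RT with compound in Tris-HCl pH 8.0/CaCl2/CHAPS buffer, then 25nM Ub-CHOP2 and 25nM reporter substrate; fluorescence (Ex 485/Em 531) read after 60min RT, normalized to NEM inhibition, concentration-response curves fitted.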
Tb PFK block – T. brucei PFK enzyme inhibition. Potency, µM (highest dose often 57.5 µM), for the others: at the highest dose activity, negative = inhibition, most hits filed as inhibitors. T. brucei PFK, ADP-Glo luminescence. hit rate 0.17% among 330,000. O15648;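 also: potency is read from the fitted curve at half-maximal effect; 0% = uninhibited 1x PFK enzyme wells and -100% = no-enzyme wells; nearly all actives have a fitted effect of over 60% in size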
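ADP-Glo luminescence quantified ADP after 45 min at room temperature, with 1.25 nM T. brucei PFK, 0.1 mM ATP and 0.5 mM fructose-6-phosphate in pH 8.0 TEA buffer. qHTS titrations up to 57 µM; curves classified by quality.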
The depositor's hits bear a star; ? = inconclusive; nt = not tested or not shown; [ ] = remark or other dose. Unless noted, calls follow the shape of the dose curve; as a rule, active = well fitted curve in the direction sought with a large enough effect; inconclusive = small, poorly fitted or top-dose-only effect, or another doubt; inactive = no such curve, though single readings can be large; an effect the other way counts as inactive or inconclusive.

Start of the data: the first 3 records (preview)
SMILES | B2AR arrestin | TCR act | Eya2 phos inh | ELG1 repair inh | BCR signal inh | uPA generation | PTAP TSG101 blk | TSHR antagonist | Mito fusion act | USP2a block | Tb PFK block
Cc1[nH]n(-c2cccc3ccccc23)c(=O)c1/C=N/NC(=O)c1cccc([N+](=O)[O-])c1 | -0.7% | 1%[46.1 µM] | -8% | ? | ? | 23% | -2% | 10 | 2% | 3% | 2%
COc1ccc(CCN(Cc2ccccn2)C(=S)Nc2ccccc2C)cc1OC | -0.2% | 5% | -1% | ? | 1% | -2% | -2% | 5 | 5% | 1% | -9%
COc1cccc2cc(C(=O)n3ccc(C)n3)c(=O)oc12 | 0.0% | 1% | 10% | 6% | 0% | 18% | -2% | -9 | -8% | 0% | 4%

The listing, repeating the preview:
SMILES | B2AR arrestin | TCR act | Eya2 phos inh | ELG1 repair inh | BCR signal inh | uPA generation | PTAP TSG101 blk | TSHR antagonist | Mito fusion act | USP2a block | Tb PFK block
Cc1[nH]n(-c2cccc3ccccc23)c(=O)c1/C=N/NC(=O)c1cccc([N+](=O)[O-])c1 | -0.7% | 1%[46.1 µM] | -8% | ? | ? | 23% | -2% | 10 | 2% | 3% | 2%
COc1ccc(CCN(Cc2ccccn2)C(=S)Nc2ccccc2C)cc1OC | -0.2% | 5% | -1% | ? | 1% | -2% | -2% | 5 | 5% | 1% | -9%
COc1cccc2cc(C(=O)n3ccc(C)n3)c(=O)oc12 | 0.0% | 1% | 10% | 6% | 0% | 18% | -2% | -9 | -8% | 0% | 4%
C=C(C)COc1ccc(-c2nc(N)nc(C)c2-c2ccc(OC)cc2)c(O)c1 | -0.4% | 1% | -17% | -4% | ? | 8% | -10% | 24 | 0% | -1% | -4%
O=C(Nc1ccc(-c2nnc(-c3ccccc3)o2)cc1)C(F)(F)F | -0.1% | 2% | 1% | ? | -4% | -1% | -2% | 7 | -7% | -2% | -9%
CCOc1ccc2c(c1)c1nc3ccccc3nc1n2C | 0.1% | -3% | ? | 14% | ? | -8% | -13% | 2 | -1% | -2% | 4%
CC(=O)N[C@@H](Cc1c[nH]c2ccccc12)C(=O)NCCc1ccc(S(N)(=O)=O)cc1 | 0.2% | 6% | -15% | 6% | 3% | -2% | -5% | 20 | 23% | 3% | 13%
COc1ccc(C(CNC(=O)c2ccc(N3CCCC3=O)cc2)N2CCCC2)cc1 (configuration not stated) | 0.0% | 3% | -8% | 5% | 7% | 4% | -1% | 8 | -5% | 2% | -10%
COC(=O)CC(NC(=O)CN1CCN(c2ccc(F)cc2)CC1)c1cccc(F)c1 (configuration not stated) | 0.1% | 3% | 2% | -8% | 2% | 0% | -3% | 5 | 5% | -3% | 1%
CCc1cc(S(=O)(=O)N2CCN(C(=O)c3ccco3)CC2)ccc1OC | -0.2% | -8% | 10% | ? | 2% | -10% | -5% | -5 | -1% | 3% | 0%
O=C(CN1C(=O)NC(c2ccccc2)(c2ccccc2)C1=O)NC1CCCC1 | -0.1% | -10% | -13% | -2% | -1% | 8% | -5% | 9 | -7% | 1% | -9%
COC(=O)c1c(NC(=O)CN2CCN(c3ncccn3)CC2)sc(C(N)=O)c1C | -0.3% | 8% | 8% | -12% | ? | 3% | -4% | -6 | -2% | -1% | 2%
COc1ccccc1N1CCN(C(=O)c2cc(=O)c3ccc(C)cc3o2)CC1 | -0.6% | 2% | 7% | 3% | -1% | 4% | -3% | -9 | 18% | 1% | 2%
O=c1[nH]c(C2C3CC4CC(C3)CC2C4)nc2ccccc12 (configuration not stated) | 4.9% | 9%[46.1 µM] | -1% | 0% | -2% | 4% | -2% | 7 | 5% | -3% | 3%
c1ccc(CNc2ncnc3c2oc2ccccc23)nc1 | -0.8% | -2% | 14% | ? | 0% | 1% | -11% | -2 | -6% | 2% | 0%
CC(C)c1ccc(NC(=S)NC2CCCCCC2)cc1 | -0.2% | nt | -9% | ? | 6% | -3% | -4% | -12 | -1% | 1% | 1%
CC(=O)Nc1ccc(S(=O)(=O)N2CCn3cccc3C2C)cc1 (configuration not stated) | -0.6% | -2% | -16% | 0% | 0% | -2% | 2% | -19 | ? | -19% | -4%
CSC(=NCc1ccco1)NC#N | -0.7% | 12% | -4% | 2% | -5% | -22% | 1% | 4 | 1% | 1% | 18%
COc1ccc(Br)cc1/C=C/C(=O)c1ccc(NC(C)=O)cc1 | -0.4% | -2%[46.1 µM] | 8% | 15µM* | ? | -12% | -4% | -34 | 20% | 1% | -8%
Cc1cc(=O)n(C)c2ccc(S(=O)(=O)N3CCOCC3)cc12 | -0.5% | 2% | -5% | 14% | 3% | 1% | -5% | 3 | 2% | 1% | -3%
O=C1NC2(CCCCCC2)C(=O)N1Cc1ccccc1Cl | 0.7% | -1% | 0% | -5% | 3% | 6% | 1% | 1 | -2% | 2% | -2%
CC(=O)N[C@@H](C)C(=O)OC(C)C(=O)Nc1cccc([N+](=O)[O-])c1 (some centres not stated) | 0.0% | -42% | 10% | 14% | 1% | -2% | -2% | 3 | -1% | -1% | 0%
CCOC(=O)Cc1csc(NC(=O)c2ccc(S(=O)(=O)N3CCCC3)cc2)n1 | -0.8% | 1% | 1% | ? | -4% | 4% | -5% | -30 | 0% | -10% | -2%
S=c1[nH]nc(-c2ccco2)n1/N=C/c1ccc(Cl)c(Cl)c1 | -0.9% | 7%[46.1 µM] | -5% | 16% | 9% | -3% | 2% | -16 | 15% | 0% | 3%
NS(=O)(=O)c1ccc(CCNC(=O)Cc2c[nH]c3ccccc23)cc1 | -0.3% | 2%[46.1 µM] | -8% | 5% | 1% | 0% | -5% | -5 | 2% | 5% | 2%
SMILES | B2AR arrestin | TCR act | Eya2 phos inh | ELG1 repair inh | BCR signal inh | uPA generation | PTAP TSG101 blk | TSHR antagonist | Mito fusion act | USP2a block | Tb PFK block
CC(C)(C)CC(C)(C)NCC(=O)Nc1c2c(nc3ccccc13)CCC2 | -1.0% | -8% | -10% | ? | ? | -20% | 1% | -1 | 3% | ? | ?
Cc1ccc2nsnc2c1S(=O)(=O)N(Cc1cc2cccc(C)c2[nH]c1=O)CC1CCCO1 (configuration not stated) | -0.3% | 4% | -18% | 2.3µM* | 11% | nt | -6% | -12 | -4% | 4% | -2%
CCn1c(C)c(C)c2cc(C(=O)N3CCN(c4cccc(C)c4C)CC3)ccc21 | 0.3% | -1% | -7% | 0% | 11% | 3% | 4% | -14 | -16% | -7% | 5%
O=C(O)CCCCCNS(=O)(=O)c1cccc2c1C(=O)c1ccccc1C2=O | -1.6% | 5%[46.1 µM] | -9% | 1% | 1% | -5% | -5% | 37 | -5% | -1% | -6%
COc1ccc(NC(C)=O)cc1S(=O)(=O)N1CCn2cccc2C1C (configuration not stated) | -0.2% | -2% | -22% | 3% | -1% | 6% | -4% | 3 | -2% | -1% | -10%
CCOc1cc(CNc2ccc(N3CCOCC3)cc2)cc(Br)c1OCC | -0.8% | 12% | -19% | -26% | -7% | -19% | -1% | -9 | 6% | 0% | ?
CCCCOc1ccc(OCCSc2nc3ccccc3n2CC(=O)O)cc1 | -0.3% | 0% | 8% | -9% | ? | 4% | -8% | 4 | 1% | 2% | 0%
Cc1ccc(SC[C@H](c2ccccc2)N2CCN(C)CCC2=O)cc1 | 0.0% | 0% | -1% | ? | 3% | -25% | nt | -1 | -11% | 6% | 23%
Cc1cc(Br)ccc1OCC(=O)NNC(=O)C(=O)Nc1ccccc1 | -1.0% | 3% | 8% | 6% | ? | -3% | -3% | 13 | -17% | 2% | -3%
CC(C)Cc1nnc(NC(=O)c2ccc(S(=O)(=O)N3CCCC3)cc2)s1 | 0.4% | -4% | -13% | 9% | 8% | 6% | 47%[activator] | -6 | -1% | -1% | -7%
N#Cc1nc(Nc2cc(F)cc(F)c2)c2ncn(CC(F)F)c2n1 | 0.1% | -4% | 2% | ? | 17% | 1% | nt | -24 | 21% | 3% | 1%
Cn1c(N)c(C(=O)Nc2ccc3ccccc3c2)sc1=S | -0.2% | -2% | -11% | ? | 12% | nt | -4% | 7 | 0% | 2% | -1%
